Compound activity as filed in PubChem BioAssay.
GLP1R inv ag: qHTS of GLP-1 Receptor Inverse Agonists (Inhibition Mode) | Glucagon-like peptide 1 receptor (Homo sapiens), P43220 | HEK293 GLP-1R CRE-luciferase, luminescence, 24 h; GLP-1R form is constitutively active | Potency, µM (series often up to 38.3 µM), without a hit: top-dose activity change, negative = inhibition, actives largely listed as inhibitors | 1.6% of 410,000 active; also: % is scaled to controls: 0 for no effect and ±100 for the full control effect; nearly all actives have a fitted effect of over 55% in size
Target sequence (P43220 whole entry, looked up): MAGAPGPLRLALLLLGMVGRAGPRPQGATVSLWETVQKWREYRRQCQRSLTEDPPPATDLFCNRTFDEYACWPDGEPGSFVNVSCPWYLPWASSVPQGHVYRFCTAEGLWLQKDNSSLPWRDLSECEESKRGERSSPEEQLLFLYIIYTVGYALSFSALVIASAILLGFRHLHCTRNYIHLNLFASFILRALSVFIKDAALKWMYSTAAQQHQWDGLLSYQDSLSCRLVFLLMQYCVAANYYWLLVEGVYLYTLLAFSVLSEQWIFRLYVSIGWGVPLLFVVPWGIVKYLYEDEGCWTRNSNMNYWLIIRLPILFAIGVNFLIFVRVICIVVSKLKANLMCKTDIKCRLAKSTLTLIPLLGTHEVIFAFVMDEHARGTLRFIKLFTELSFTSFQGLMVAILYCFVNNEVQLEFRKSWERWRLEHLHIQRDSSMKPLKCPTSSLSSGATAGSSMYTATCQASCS
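Readout was luciferase luminescence, measured 12 min after detection reagent at room temperature. Beforehand, GLP-1R reporter HEK293 cells had sat 12 h, then received compounds for 24 hr at 37 deg C.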
HT1080NT lethal: qHTS for induction of synthetic lethality in tumor cells producing 2HG: qHTS for the HT-1080-NT fibrosarcoma cell line; HT-1080-NT fibrosarcoma viability, CellTiter-Glo ATP luminescence, 48 h; Potency, µM (series often up to 46.1 µM), without a hit: at the top dose activity, negative = less viability, usual class: cytotoxic; 1.6% of 360,000 active; AID 686970, 2013;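 also: NT is the 2HG producing partner of a matched IDH1 knockdown line; 0% = DMSO-treated cells and -100% = media-only wells without cells; nearly all actives have a fitted effect of over 55% in size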
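HT-1080-NT; 750 cells/well; 5% FBS RPMI; 48 h compound, 37 degrees C; CellTiter-Glo luminescence; curve fitting and curve-class assignment.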
HEK293 tox: qHTS of GLP-1 Receptor Inverse Agonists: Cytotox Screen | Potency, µM (top dose mostly 38.3 µM), without a hit: top-dose activity change, negative = inhibition, usual class: inhibitors | HEK293 cAMP-luciferase reporter cells, luminescence, 24 h | AID 624418, 2012 | 0.13% of 410,000 active;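 also: loss of luciferase light is scored as toxicity; % is scaled to controls: 0 for no effect and ±100 for the full control effect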
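Cells in DMEM/10% Nu serum/1% pen-strep, 1536-well format. Pre-incubated 12 h, dosed with 23 nL compound, incubated a further 24 h. Luciferase detection, 12 min at room temp, luminescence.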
KB-V1 MDR tox: qHTS assay for MDR1-selective chemotherapeutics: Primary screen using the drug-selected MDR subline cells KB-V1; KB-V1 MDR cells viability, CellTiter-Glo, 72 h; Potency, µM (series often up to 46.1 µM), without a hit: top-dose activity change, negative = cytotoxicity, most hits filed as cytotoxic; 3.4% of 400,000 active; AID 1347076, 2019; also: % is scaled to controls: 0 for no effect and ±100 for the full control effect; nearly all actives have a fitted effect of over 60% in size
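Following 72 h at 37 degrees C with compound, KB-V1 cell viability was read by CellTiter-Glo luminescence, medium being phenol-red-free DMEM plus 10% FBS; concentration-response parameters came from normalized, curve-fitted qHTS data.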
SW480 rerep: A quantitative high throughput screen for small molecules that induce DNA re-replication in SW480 colon adenocarcinoma cells | SW480 DNA re-replication, Hoechst DNA content imaging, 48 h | Potency, µM (top dose mostly 46.1 µM), without a hit: at the highest dose re-replication activation, usual class: activators | 1.8% of 340,000 active | AID 624297, 2012; also: % of control where 0% means no effect; nearly all actives have a fitted effect of over 55% in size
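250 cells/well; 23 nL cpd via pin tool; 48 hr, 37 C, 5% CO2; Hoechst 40 min; imager read of total nuclear intensity, ex 405/em 500-530 nm.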
TDP-43 yeast inh: qHTS of TDP-43 Inhibitors; Potency, µM (highest dose often 46.1 µM), for the others: at the highest dose growth rescue (activation), hits mostly activators; AID 652104, 2013; 1.8% of 410,000 active; TDP-43 expressing yeast growth rescue, BacTiter-Glo, 24 h; also: % of control where 0% means no effect; nearly all actives have a fitted effect of over 50% in size
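Yeast cells expressing TDP-43 under galactose induction are exposed to compounds for 24 hr at 30 deg C. BacTiter-Glo luminescence measures growth, so protective compounds score as activators.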
GLP-1R agonist: qHTS of GLP-1 Receptor Agonists. Potency, µM (titrated, usually from 45.6 µM), without a hit: at the top dose activation, most hits filed as activators. 0.007% of 380,000 active. Glucagon-like peptide 1 receptor (Homo sapiens), P43220. AID 624172, 2012. HEK293 GLP-1R CRE-luciferase, luminescence, 4-6 h; cells express a hypersensitive GLP-1R form; also: % of control where 0% means no effect
KB-3-1 cytotox: qHTS assay for MDR1-selective chemotherapeutics: Primary screen using the parental adenocarcinoma cell KB-3-1. KB-3-1 viability, CellTiter-Glo ATP luminescence, 72 h. Potency, µM (highest dose often 46.1 µM), inactives show at the top dose activity change, negative = cytotoxic, most hits filed as cytotoxic. 1.4% of 400,000 active. AID 1347075, 2019; also: % is scaled to controls: 0 for no effect and ±100 for the full control effect; nearly all actives have a fitted effect of over 60% in size
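Viability of parental KB-3-1 cells, measured by CellTiter-Glo luminescence, followed a 72 h incubation at 37 °C with pinned compounds in phenol-red-free DMEM containing 10% FBS.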
HT1080 IDH1KD tx: qHTS for induction of synthetic lethality in tumor cells producing 2HG: qHTS for the HT-1080-IDH1KD cell line; HT-1080 IDH1 knockdown viability, ATP luminescence, 48 h; Potency, µM (top dose mostly 46.1 µM), inactives show at the highest dose activity, negative = toxicity, hits mostly cytotoxic; 2% of 360,000 active; AID 686971, 2013;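 also: 0% = DMSO wells and -100% = cell-free medium wells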
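Viability of IDH1-knockdown HT-1080 fibrosarcoma cells was assessed by CellTiter-Glo after 48 h at 37 °C with titrated compound; concentration-effect curves were classified by fit quality and response size.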
* hit, by the source's call; [ ] = dose if it differs, or a comment. Calls follow the shape of the dose curve; as a rule, active = well fitted curve in the direction sought with a large enough effect; inconclusive = small, poorly fitted or top-dose-only effect, or another doubt; inactive = no such curve, though single readings can be large; an effect the other way counts as inactive or inconclusive. Potency is read from the fitted curve at half-maximal effect.

Screening O=C1Nc2c(c(=O)[nH]c(=O)n2-c2ccc(F)cc2)C1(NS(=O)(=O)c1ccc(Cl)cc1)C(F)(F)F (centres undefined) returned GLP1R inv ag 3%, HEK293 tox 7%, KB-V1 MDR tox 12%, TDP-43 yeast inh 0% and KB-3-1 cytotox 10%.
For COc1ccc2oc(=O)c(N3C(=O)c4ccccc4C3=O)cc2c1 the results were GLP1R inv ag 5%, HT1080NT lethal -2%, HEK293 tox 20%, KB-V1 MDR tox 3%, SW480 rerep 2%, TDP-43 yeast inh 10%, GLP-1R agonist -6%, KB-3-1 cytotox -10% and HT1080 IDH1KD tx -1%.
O=[N+]([O-])c1ccccc1S(=O)(=O)N1CCN(CC2CC3C=CC2C3)CC1 (centres undefined) was read as GLP1R inv ag -20%, HT1080NT lethal 5%, HEK293 tox -1%, KB-V1 MDR tox -7%, SW480 rerep 1%, TDP-43 yeast inh -4%, GLP-1R agonist 13%, KB-3-1 cytotox -2% and HT1080 IDH1KD tx 1%.
`COc1ccc(OC)c(CNC(=O)C2CCCN(S(=O)(=O)N3CCC(C)CC3)C2)c1` (centres undefined) gave GLP1R inv ag -14%, HT1080NT lethal 0%, HEK293 tox -22%, KB-V1 MDR tox -5%, SW480 rerep 2%, TDP-43 yeast inh 5%, GLP-1R agonist 9%, KB-3-1 cytotox -8% and HT1080 IDH1KD tx 1%.
For NC(=O)c1ccc(-c2nnc(Nc3ccc(S(N)(=O)=O)cc3)c3ccccc23)cc1 the results were GLP1R inv ag 10%, HT1080NT lethal 1%, HEK293 tox 0%, KB-V1 MDR tox 0%, SW480 rerep 11%, TDP-43 yeast inh 5%, GLP-1R agonist 5%, KB-3-1 cytotox 15% and HT1080 IDH1KD tx 10%.
Screening O=C(COC(=O)c1ccc2c(c1)OCCO2)Nc1ccc(F)cc1F returned GLP1R inv ag 10%, HT1080NT lethal 2%, HEK293 tox -1%, SW480 rerep -2%, TDP-43 yeast inh 19%, GLP-1R agonist 1% and HT1080 IDH1KD tx 0%.
COc1cc(NC(=O)Cn2ncc3c([nH]c4ccc(C)cc43)c2=O)cc(OC)c1OC was read as GLP1R inv ag 16%, HEK293 tox -1%, KB-V1 MDR tox 12%, TDP-43 yeast inh 12% and KB-3-1 cytotox -2%.
`C[C@H](CO)N1C[C@H](C)[C@@H](CN(C)C(=O)c2ccc3ccn(C)c3c2)OCc2cn(nn2)CCCC1=O` gave GLP1R inv ag 8%, HT1080NT lethal -8%, HEK293 tox 5%, KB-V1 MDR tox -9%, TDP-43 yeast inh 20%, GLP-1R agonist 1%, KB-3-1 cytotox -10% and HT1080 IDH1KD tx 3%.
Screening CC(=O)Nc1cc([N+](=O)[O-])ccc1N1CCOCC1 returned GLP1R inv ag -10%, HT1080NT lethal 2%, HEK293 tox 5%, KB-V1 MDR tox -1%, SW480 rerep -6%, TDP-43 yeast inh -10%, GLP-1R agonist 2%, KB-3-1 cytotox 2% and HT1080 IDH1KD tx 17%.
For O=C(Nc1nnc(SCc2cccc(F)c2)s1)c1ccco1 the results were GLP1R inv ag 2%, HT1080NT lethal 2%, HEK293 tox 3%, KB-V1 MDR tox 23%, SW480 rerep -76%[inhibitor], TDP-43 yeast inh 16%, GLP-1R agonist -7%, KB-3-1 cytotox -4% and HT1080 IDH1KD tx 4%.
`O=c1[nH]c(CN2CCOCC2)nc2scc(-c3ccccc3)c12` gave GLP1R inv ag 2%[0.307 µM], HT1080NT lethal 7%, HEK293 tox 21%[0.307 µM], KB-V1 MDR tox -3%, SW480 rerep -5%, TDP-43 yeast inh -5%, GLP-1R agonist -2%, KB-3-1 cytotox 12% and HT1080 IDH1KD tx 21%.
`Nc1nnc(/C=C/c2ccccc2)s1` gave GLP1R inv ag 3%, HT1080NT lethal -8%, HEK293 tox 4%, KB-V1 MDR tox 0%, SW480 rerep 0%, TDP-43 yeast inh -13%, GLP-1R agonist 0%, KB-3-1 cytotox -20% and HT1080 IDH1KD tx -1%.
`COc1ccccc1CCC(=O)OCC(=O)Nc1ccc(C)c(S(=O)(=O)N2CCCCC2)c1` gave GLP1R inv ag 10%, HT1080NT lethal 1%, HEK293 tox -6%, KB-V1 MDR tox 12%, SW480 rerep -33%, TDP-43 yeast inh 19%, GLP-1R agonist -8%, KB-3-1 cytotox -1% and HT1080 IDH1KD tx 6%.
CCOc1ccccc1C(=O)NC(C(=O)OCn1nnc2ccccc2c1=O)C(C)C (centres undefined) was read as GLP1R inv ag 17%, HT1080NT lethal 15%, HEK293 tox 5%, KB-V1 MDR tox -33%, TDP-43 yeast inh 18%, GLP-1R agonist 1%, KB-3-1 cytotox 0% and HT1080 IDH1KD tx 8%.
CCN(CCO)c1ncnc2c1sc1nc(CC(C)C)c3c(c12)CC(C)(C)OC3 was read as GLP1R inv ag -32%, HT1080NT lethal -1%, HEK293 tox 1%, KB-V1 MDR tox inconclusive, SW480 rerep -5%, TDP-43 yeast inh 18µM*, GLP-1R agonist inconclusive, KB-3-1 cytotox -9% and HT1080 IDH1KD tx 14%.
`CN(C)c1ccc(Nc2ncnc3ccc(Br)cc23)cc1` gave GLP1R inv ag inconclusive, HT1080NT lethal -4%, HEK293 tox 3%, KB-V1 MDR tox inconclusive, SW480 rerep 9%, TDP-43 yeast inh 13%, GLP-1R agonist -5%, KB-3-1 cytotox 12% and HT1080 IDH1KD tx -6%.
Screening CC1(C(=O)NS(=O)(=O)c2ccc(F)cc2F)CCN1C(=O)C1(c2ccc(Cl)cc2)CCC1 (centres undefined) returned GLP1R inv ag inconclusive, HT1080NT lethal -12%, HEK293 tox -5%, KB-V1 MDR tox inconclusive, TDP-43 yeast inh inconclusive, GLP-1R agonist -6%, KB-3-1 cytotox inconclusive and HT1080 IDH1KD tx -23%.
For Cc1ccc(Cn2c(SCC(=O)NCc3ccc(Cl)cc3)nc3ccsc3c2=O)cc1 the results were GLP1R inv ag 3%, HEK293 tox -1%, KB-V1 MDR tox -15%, TDP-43 yeast inh 4%, GLP-1R agonist -2% and KB-3-1 cytotox -4%.
Nn1c(SCc2ccccc2)nc2ccccc21 was read as GLP1R inv ag -4%, HT1080NT lethal -15%, HEK293 tox -10%, KB-V1 MDR tox -13%, SW480 rerep -6%, TDP-43 yeast inh inconclusive, GLP-1R agonist 10%, KB-3-1 cytotox 6% and HT1080 IDH1KD tx -14%.
For CCC1NC(=O)c2cc3ccccc3cc2-n2c1nc1cc(C)cc(C)c1c2=O (centres undefined) the results were GLP1R inv ag -14%, HT1080NT lethal -1%, HEK293 tox -6%, KB-V1 MDR tox -23%, TDP-43 yeast inh 11%, GLP-1R agonist 23%, KB-3-1 cytotox -11% and HT1080 IDH1KD tx -5%.

No new results follow: an excerpt of the list.
`CN(C)c1ccc(Nc2ncnc3ccc(Br)cc23)cc1` gave GLP1R inv ag inconclusive, HT1080NT lethal -4%, HEK293 tox 3%, KB-V1 MDR tox inconclusive, SW480 rerep 9%, TDP-43 yeast inh 13%, GLP-1R agonist -5%, KB-3-1 cytotox 12% and HT1080 IDH1KD tx -6%.
Screening CC1(C(=O)NS(=O)(=O)c2ccc(F)cc2F)CCN1C(=O)C1(c2ccc(Cl)cc2)CCC1 (centres undefined) returned GLP1R inv ag inconclusive, HT1080NT lethal -12%, HEK293 tox -5%, KB-V1 MDR tox inconclusive, TDP-43 yeast inh inconclusive, GLP-1R agonist -6%, KB-3-1 cytotox inconclusive and HT1080 IDH1KD tx -23%.

(continued)
For Cc1noc(/C=C/N(C)C)c1S(=O)(=O)N1CCCC(C(=O)NCc2ccccc2Cl)C1 (centres undefined) the results were GLP1R inv ag 0%, HT1080NT lethal -9%, HEK293 tox -23%, KB-V1 MDR tox -35%, SW480 rerep inconclusive, TDP-43 yeast inh -4%, GLP-1R agonist -16%, KB-3-1 cytotox 23% and HT1080 IDH1KD tx inconclusive.
`CCOC(=O)c1c(C)[nH]c(C(=O)CSc2nc(C)cc(C)n2)c1C` gave GLP1R inv ag 37%[activator], HT1080NT lethal 5%, HEK293 tox -8%, KB-V1 MDR tox inconclusive, SW480 rerep 1%, TDP-43 yeast inh -17%[0.397 µM], GLP-1R agonist 33%, KB-3-1 cytotox 19% and HT1080 IDH1KD tx -3%.
Screening CCOc1ccccc1CNS(=O)(=O)c1cc2c(cc1C)NC(=O)CO2 returned GLP1R inv ag 5%, HEK293 tox -11%, KB-V1 MDR tox -12%, TDP-43 yeast inh -4% and KB-3-1 cytotox 4%.
`CC(C)OCCCNC(=O)c1ccc(C2SCC(=O)N2Cc2ccco2)cc1` (centres undefined) gave GLP1R inv ag 20%, HT1080NT lethal 2%, HEK293 tox -1%, KB-V1 MDR tox inconclusive, SW480 rerep -1%, TDP-43 yeast inh 21%, GLP-1R agonist 8%, KB-3-1 cytotox -13% and HT1080 IDH1KD tx -2%.
For CC(C)[C@H](NC(=O)C1CCN(S(=O)(=O)c2ccc(F)cc2)CC1)C(=O)N1CCCCCC1 the results were GLP1R inv ag 3%, HT1080NT lethal 0%, HEK293 tox 6%, KB-V1 MDR tox -4%, SW480 rerep -9%, TDP-43 yeast inh 16%, GLP-1R agonist -2%, KB-3-1 cytotox 4% and HT1080 IDH1KD tx 6%.
For CCNC(=O)C1(C)CCCN(Cc2csc3ccccc23)C1 (centres undefined) the results were GLP1R inv ag -10%, HT1080NT lethal 1%, HEK293 tox 8%, KB-V1 MDR tox -2%, TDP-43 yeast inh 18%, GLP-1R agonist 8%, KB-3-1 cytotox 0% and HT1080 IDH1KD tx 14%.
